Source: PubChem BioAssay
Pf apPOL inh: Pf-apPOL DNA polymerase inhibition. AID 1794808. inhibition, % at 10 µM. Recombinant Pf-apPOL, molecular beacon fluorescence, 1.5 h. 210,000 tested, 0.25% active
mHTT CaM bind: disrupts binding of mutant huntingtin to calmodulin | AID 1671202 | AlphaScreen His-mHTT/GST-CaM binding, luminescence | inhibition, % at 15 µM | 190,000 tested, 3.6% active;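 note: 0% = both proteins with DMSO and 100% = one protein alone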
Target sequence (P42858 whole entry, looked up, stated change not applied): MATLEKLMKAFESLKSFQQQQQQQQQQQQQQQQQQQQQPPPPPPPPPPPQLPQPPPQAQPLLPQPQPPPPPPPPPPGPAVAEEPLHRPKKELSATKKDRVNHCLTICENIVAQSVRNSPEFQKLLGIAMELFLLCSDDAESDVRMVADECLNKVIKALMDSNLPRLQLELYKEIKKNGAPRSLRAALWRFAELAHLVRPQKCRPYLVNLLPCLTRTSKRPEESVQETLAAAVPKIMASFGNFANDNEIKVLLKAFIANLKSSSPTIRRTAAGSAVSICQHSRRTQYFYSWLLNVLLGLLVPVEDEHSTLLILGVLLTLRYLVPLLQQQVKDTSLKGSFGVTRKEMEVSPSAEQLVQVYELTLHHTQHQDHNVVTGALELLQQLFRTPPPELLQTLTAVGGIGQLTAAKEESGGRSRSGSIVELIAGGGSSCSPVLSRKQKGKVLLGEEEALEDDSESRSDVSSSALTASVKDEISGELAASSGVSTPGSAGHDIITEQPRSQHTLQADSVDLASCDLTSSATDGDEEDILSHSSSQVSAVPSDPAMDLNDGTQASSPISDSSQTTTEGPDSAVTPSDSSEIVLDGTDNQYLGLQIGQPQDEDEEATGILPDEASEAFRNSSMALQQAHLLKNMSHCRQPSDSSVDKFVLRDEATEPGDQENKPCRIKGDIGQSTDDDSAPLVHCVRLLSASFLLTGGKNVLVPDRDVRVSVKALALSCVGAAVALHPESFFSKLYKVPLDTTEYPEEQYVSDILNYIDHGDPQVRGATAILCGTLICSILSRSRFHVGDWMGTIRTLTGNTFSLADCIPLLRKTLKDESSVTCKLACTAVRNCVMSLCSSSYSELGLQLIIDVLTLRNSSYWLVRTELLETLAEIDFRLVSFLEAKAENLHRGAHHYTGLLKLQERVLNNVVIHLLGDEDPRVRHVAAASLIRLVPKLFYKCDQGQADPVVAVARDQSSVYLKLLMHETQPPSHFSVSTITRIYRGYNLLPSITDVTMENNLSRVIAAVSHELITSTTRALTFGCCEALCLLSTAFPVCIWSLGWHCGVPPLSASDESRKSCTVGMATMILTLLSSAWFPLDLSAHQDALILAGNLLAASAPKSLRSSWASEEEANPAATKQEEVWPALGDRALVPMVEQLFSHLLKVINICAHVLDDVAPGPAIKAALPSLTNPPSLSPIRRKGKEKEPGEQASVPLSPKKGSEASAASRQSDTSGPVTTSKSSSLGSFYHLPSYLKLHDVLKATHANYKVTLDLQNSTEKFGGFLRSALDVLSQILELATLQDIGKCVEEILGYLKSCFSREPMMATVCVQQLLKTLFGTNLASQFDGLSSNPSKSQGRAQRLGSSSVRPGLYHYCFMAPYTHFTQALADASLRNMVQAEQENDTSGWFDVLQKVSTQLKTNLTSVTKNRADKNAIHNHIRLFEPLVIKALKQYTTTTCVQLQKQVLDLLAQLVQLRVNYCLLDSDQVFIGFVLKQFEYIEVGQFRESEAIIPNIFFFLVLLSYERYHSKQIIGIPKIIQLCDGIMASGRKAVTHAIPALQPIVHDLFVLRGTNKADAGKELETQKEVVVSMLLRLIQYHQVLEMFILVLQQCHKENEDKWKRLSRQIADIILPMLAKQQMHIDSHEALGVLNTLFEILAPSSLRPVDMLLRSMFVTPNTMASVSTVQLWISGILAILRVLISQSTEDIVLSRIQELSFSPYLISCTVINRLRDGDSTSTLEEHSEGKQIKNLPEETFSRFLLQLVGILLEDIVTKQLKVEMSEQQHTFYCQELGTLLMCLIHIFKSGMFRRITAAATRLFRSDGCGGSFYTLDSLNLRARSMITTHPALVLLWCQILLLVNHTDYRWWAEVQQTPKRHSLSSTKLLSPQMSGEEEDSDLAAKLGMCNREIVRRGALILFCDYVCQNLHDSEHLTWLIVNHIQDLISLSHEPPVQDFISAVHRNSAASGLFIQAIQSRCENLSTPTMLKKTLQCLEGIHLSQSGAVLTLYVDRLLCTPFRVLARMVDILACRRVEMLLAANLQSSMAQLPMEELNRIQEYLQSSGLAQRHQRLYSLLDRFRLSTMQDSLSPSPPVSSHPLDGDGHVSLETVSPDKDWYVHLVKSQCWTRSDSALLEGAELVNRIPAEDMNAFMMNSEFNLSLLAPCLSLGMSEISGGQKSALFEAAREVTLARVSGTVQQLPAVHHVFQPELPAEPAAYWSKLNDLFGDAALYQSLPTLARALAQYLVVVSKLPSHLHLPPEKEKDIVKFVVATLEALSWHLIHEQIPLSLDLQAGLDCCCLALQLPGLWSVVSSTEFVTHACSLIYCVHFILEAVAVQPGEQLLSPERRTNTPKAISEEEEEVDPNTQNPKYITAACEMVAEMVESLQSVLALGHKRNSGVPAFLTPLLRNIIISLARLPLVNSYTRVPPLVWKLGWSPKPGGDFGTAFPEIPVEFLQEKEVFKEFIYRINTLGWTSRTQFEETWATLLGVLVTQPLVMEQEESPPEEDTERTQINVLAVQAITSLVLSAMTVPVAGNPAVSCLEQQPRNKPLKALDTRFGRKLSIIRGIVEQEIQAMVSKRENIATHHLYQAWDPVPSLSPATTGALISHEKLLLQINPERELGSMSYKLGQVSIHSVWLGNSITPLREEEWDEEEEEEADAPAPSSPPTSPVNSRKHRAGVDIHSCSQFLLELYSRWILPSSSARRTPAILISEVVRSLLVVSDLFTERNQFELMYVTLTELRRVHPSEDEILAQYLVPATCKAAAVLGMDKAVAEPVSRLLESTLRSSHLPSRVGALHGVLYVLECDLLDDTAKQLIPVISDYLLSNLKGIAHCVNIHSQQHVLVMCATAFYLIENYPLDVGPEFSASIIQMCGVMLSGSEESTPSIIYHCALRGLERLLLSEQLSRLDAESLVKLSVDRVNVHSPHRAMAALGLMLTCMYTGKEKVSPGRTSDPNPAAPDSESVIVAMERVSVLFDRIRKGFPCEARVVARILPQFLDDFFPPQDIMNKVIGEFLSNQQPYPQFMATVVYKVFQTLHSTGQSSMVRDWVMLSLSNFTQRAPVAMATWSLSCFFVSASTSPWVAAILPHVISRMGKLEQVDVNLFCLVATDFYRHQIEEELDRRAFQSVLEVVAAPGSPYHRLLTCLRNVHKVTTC
Active calls of the source: *; i = inactive; x = not tested or not shown; & = joins results of further samples. Cut-off read from the data, not from the text of the source: active = inhibition above about 50%; inactive = the rest.

Start of the data: the first three compounds as a preview:
Below each SMILES: Pf apPOL inh | mHTT CaM bind
> CCOc1ccccc1NC(=O)C(Cc1ccccc1)NS(=O)(=O)c1cccs1 (stereo unspecified)
→ 6 | -5
> CC(C)n1c(C2CCN(C(=O)C3CCC3)C2)nc2ccncc21 (stereo unspecified)
→ -7 | 1
> O=C(N1CCCCCC1)N1c2ccccc2Sc2ccccc21
→ -2 | -20

The whole of this part, repeating the preview:
Below each SMILES: Pf apPOL inh | mHTT CaM bind
> CCOc1ccccc1NC(=O)C(Cc1ccccc1)NS(=O)(=O)c1cccs1 (stereo unspecified)
→ 6 | -5
> CC(C)n1c(C2CCN(C(=O)C3CCC3)C2)nc2ccncc21 (stereo unspecified)
→ -7 | 1
> O=C(N1CCCCCC1)N1c2ccccc2Sc2ccccc21
→ -2 | -20
> Cc1sc2cc(C(=O)N3CCN(c4ccccn4)CC3)[nH]c2c1CN1CCCC1
→ -2 | 46
> CC(C)CC(=O)N1CCN(c2ccc(NC(=O)c3cc(F)cc(F)c3)cn2)CC1
→ -3 | -5
> O=C(CSc1ccc(Cl)cc1)NC1CC1
→ -6 | -2
> COc1ccc2[nH]c(C)c(CN3CCOCC3)c(=O)c2c1
→ 0 | -1
> O=C(CNS(=O)(=O)c1ccc(F)cc1)N1CCC(c2noc(-c3ccccc3)n2)CC1
→ -2 | 0
> CCn1cc(CN(C)C(=O)c2cn3ccccc3n2)c(C)n1
→ -5 | -1
> CCCNc1cc(N2CCC(CCC(=O)NCCc3ccncc3)CC2)ncn1
→ 6 | 6
> Cc1ccc2cc3cc(C(=O)NC(C)c4ccc5c(c4)OCCO5)oc3nc2c1 (stereo unspecified)
→ -10 | 0
> Cc1ccc(OCC(=O)O/N=C(\N)c2ccc(Cl)cc2)cc1
→ -68 | i
> CCc1ccc(OCCNC(C)(C)C)cc1
→ -3 | -4
> CN1CCCC1CCNC1CC2CCC1C2 (stereo unspecified)
→ -3 | -5
> O=C(CN(c1ccc(F)cc1)S(=O)(=O)c1ccccc1)N1CCN(c2ccccc2)CC1
→ -10 | 8
> O=C(Cc1ccc(F)cc1)N1CCCN(c2ncccc2-c2nc(C3CC3)no2)CC1
→ 4 | 8
> COC(=O)c1cc2c(O)cccc2[nH]1
→ -15 | 0
> Cn1c2c(c(=O)n(C)c1=O)C(c1cccc(F)c1)C(C#N)=C(N)O2 (stereo unspecified)
→ -1 | -2
> Cc1c(C)c2cc3c4c(oc3c(C)c2oc1=O)CCCC4
→ -4 | -13
> O=C(Nc1ccc(F)c(Cl)c1)c1cc(-c2cccc(Cl)c2)on1
→ -6 | -4
> Cc1cc(C)nc(-n2ncc3c2CC(c2ccc(F)cc2)CC3=O)n1 (stereo unspecified)
→ -4 | 1
> CN(C(=O)c1ccc(N2CC3CC(C2)c2cccc(=O)n2C3)c([N+](=O)[O-])c1)C1CCCCC1 (stereo unspecified)
→ -7 | 8
> O=S(=O)(c1cccc(F)c1)N1CCc2nc(-c3ccccc3)ncc2C1
→ -2 | 0
> CC1CN(C(=O)C(C)NS(=O)(=O)c2cccc(Cl)c2)CC(C)O1 (stereo unspecified)
→ -5 | -14
> COc1ccc(-n2c(N)c(C#N)c3nc4ccccc4nc32)c(OC)c1
→ -2 | -1
> CCCOc1cccc(-c2nc3ccccc3c(=O)o2)c1
→ 1 | -19
> c1cncc(-c2nc3c4c5c(sc4ncn3n2)CCCC5)c1
→ 6 | 2
> O=C(NCc1cccc(Cl)c1)C1CCc2sc(C(=O)N3CCCC3)cc2C1 (stereo unspecified)
→ -4 | 2
> Cc1ccc(N(C)C(=O)c2coc(=O)c3ccccc23)cc1C
→ -2 | 1
> CSc1ccc(CCNC(=O)c2csc3c2CCCCC3)cc1
→ -2 | -10
> Cc1ccc(-c2nc(C(N)=O)c3n2CCCCC3)cc1
→ -5 | -1
> COc1ccc(N(CC(=O)Nc2ccc(Cl)cc2C)S(=O)(=O)c2ccccc2)cc1
→ -5 | 2
> Cc1cc2c(cc(C(=O)N3CCN(C)CC3)n2Cc2cccc(F)c2)s1
→ -2 | 56*
> O=C(Cc1cc(=O)[nH]c(SCc2ccccc2F)n1)NCc1ccco1
→ -3 | -10
> CCn1c(SC)nnc1-c1nn(C)c2c1CN(C(=O)Cc1ccccc1C)CC2
→ -5 | -14
> CCOC(=O)CC(=O)CSc1nc(-c2ccccc2)ns1
→ 5 | -10
> CCOC(=O)/C=C/c1ccc2c(c1)S(=O)(=O)N(c1cccc(OC)c1)[C@H]2CC(=O)OCC
→ -2 | -7
> CC(=O)N1CCc2sc(C(=O)N3CCN(c4ccc(F)cc4)CC3)cc2C1
→ 1 | 48
> O=C(CSCc1ccccc1)NCC1CCN(Cc2ccco2)CC1
→ -7 | 2
> CS(=O)(=O)c1ccc2nc(NS(=O)(=O)c3ccccc3[N+](=O)[O-])sc2c1
→ 3 | 1
> COc1ccc(N=c2oc3c(C)ncc(CO)c3cc2C(=O)Nc2ccc(Cl)cc2)c(OC)c1
→ 0 | -1
> CCCNC(=O)c1ccc2c(c1)CC(=O)N2CC
→ 2 | -2
> CCOC(=O)C1C(=O)C=C(c2cccs2)CC1c1ccc(OC)c(OC)c1 (stereo unspecified)
→ -7 | 5
> Cc1cc(C)c(Cn2c(=O)c3cnc(C)nc3n(C)c2=O)c(C)c1
→ -3 | 4
> Cc1ccccc1C(=O)N1CCC(c2nc(-c3ccc(C(=O)NC4CC4)cc3)no2)CC1
→ -2 | 5
> CCn1c(N2CCC(C(=O)NCc3ccc(F)cc3)CC2)cc(=O)n(C)c1=O
→ -5 | 42
> COc1cc(CSc2nc(CC(=O)Nc3nccs3)cs2)cc(OC)c1
→ 2 | 7
> O=C(Nc1cccc(Cl)c1)N1CCn2cccc2C1Cc1ccccc1 (stereo unspecified)
→ 1 | 92*
> C=CCN(C(=O)c1noc2c1CCCCC2)c1ccccc1
→ 0 | -6
> N#CCCN(Cc1cccs1)S(=O)(=O)c1ccc(-c2ccccn2)s1
→ -8&-21 | x
> O=C(c1ccoc1)N1CCCC(c2nncn2Cc2ccccc2)C1 (stereo unspecified)
→ -3 | -1
> Cc1cccc(NC(=O)C(=O)NCC(O)c2ccccc2)c1 (stereo unspecified)
→ -4 | -6
> CCOC(=O)c1cnn(-c2ncnc3c2cnn3C)c1N
→ -28 | x
> O=C(Nc1ccc(F)cc1)N1CCC(n2c(-c3ccoc3)nc3cccnc32)C1 (stereo unspecified)
→ -2 | -2
> c1ccc2[nH]c(CCn3c4c(c5ccccc53)CCCC4)nc2c1
→ x | 66*
> CCCC1c2cccn2CCN1C(=O)Nc1cc(Cl)ccc1C (stereo unspecified)
→ 2 | -2
> O=C(C1CC1)N1CCc2sc(S(=O)(=O)Nc3cccc(Cl)c3)cc2C1
→ -1 | -3
> CCC(=O)N1CCc2sc(S(=O)(=O)NCc3ccc(F)cc3)cc2C1
→ -7 | 3
> Cc1ccc(S(=O)(=O)N2CCC(=O)N(CCOCc3ccc(F)cc3)CC2)cc1
→ -1 | 15
> CCC/C=C/c1ccc(CN2C(C(C)C)C(=O)N(Cc3cn(Cc4ccco4)nn3)CCS2(=O)=O)cc1 (stereo unspecified)
→ -1 | 57*

Reformatted: results already given.
SMILES	Pf apPOL inh	mHTT CaM bind
CCn1c(N2CCC(C(=O)NCc3ccc(F)cc3)CC2)cc(=O)n(C)c1=O	-5	42
CCOC(=O)c1cnn(-c2ncnc3c2cnn3C)c1N	-28	x

Next part
Below each SMILES: Pf apPOL inh | mHTT CaM bind
> COC(=O)CNC(=O)N1CCCCCC1c1ccccc1Cl (stereo unspecified)
→ 1 | 0
> O=C(C1=CN(c2cccc(Cl)c2)c2ccccc2S1(=O)=O)N1CCCC1
→ -3 | 12
> CCc1noc(-c2cccnc2N2CCCN(C(=O)c3cccc(N(C)C)c3)CC2)n1
→ -11 | 5
> CCCCNC(=O)c1cc(S(=O)(=O)N2CCc3ccccc32)ccc1F
→ -10 | -9
> COc1ccc(OC)c(NC(=O)c2cn3c(n2)COCC3)c1
→ -7 | 19
> C1Cc2[nH]nc(C3CC3)c2CN1
→ -6 | 0
> Cc1ccc(OCCCC(=O)Nc2ccc(OCc3ccccc3)cc2)cc1
→ -1 | 22
> CN(C)c1ccc(C(=O)N(Cc2ccccc2)c2ccccn2)cc1
→ 0 | 5
> O=C1NCCCC1C(=O)N1CCc2ccccc21 (stereo unspecified)
→ 1 | 1
> Cc1cc(C)n(C2=NCCN2S(=O)(=O)c2cc(C(F)(F)F)cc(C(F)(F)F)c2)n1
→ -3 | x
> O=C(C1CCC1)N1CCCC(OCc2nc(-c3ccncc3)no2)C1 (stereo unspecified)
→ -5 | -8
> Cc1cc(C)n2nc(SCC(=O)Nc3ccccc3C(F)(F)F)nc2n1
→ -8 | -2
> C[N+](C)(C)CCCCCCCCCC[N+](C)(C)C
→ 0 | x
> Cc1ccc(C)c(NC(=O)Cn2cnc3c(C(N)=O)nsc3c2=O)c1
→ -9 | -10
> Cc1nc(-c2ccccc2)sc1C(=O)Nc1ccccc1
→ -2 | -13
> CC(=O)c1cccc(NC(=O)c2cnc3n(c2=O)CCS3)c1
→ -3 | 1
> Cc1ccc(Cc2c(C)nc(C)nc2N2CCN(C(=O)C3CC3)CC2)cc1
→ 3 | 6
> CC1(C)CC(=O)C(C(C2=C(O)CC(C)(C)CC2=O)c2cccc(O)c2)C(=O)C1 (stereo unspecified)
→ -4 | -2
> COc1cc(CN2CCCCCC2)cc(OC)c1
→ -2 | 1
> O=C(NCCCc1ccccc1)C1CCCN(C(=O)c2ccccc2F)C1 (stereo unspecified)
→ 1 | 29
> CN(Cc1ccccc1)C(=O)CN(c1cccc(Cl)c1Cl)S(=O)(=O)c1ccccc1
→ -2 | 5
> O=C1CSC(c2ccc(F)c(F)c2)N1c1ccc(F)cc1Cl (stereo unspecified)
→ -3 | -6
> CCOC(=O)N1CCN(CC(O)COc2ccccc2C(C)=O)CC1 (stereo unspecified)
→ -4 | -16
> Cc1cccn2c(=O)c3cc(S(=O)(=O)c4ccccc4)c(=N)n(CC4CCCO4)c3nc12 (stereo unspecified)
→ -6 | -1
> COc1ccccc1OCC(=O)NC1CCCCC1NC(=O)COc1ccccc1OC (stereo unspecified)
→ -3 | 12
> CC(Oc1ccccc1)C(=O)N1CCC(CCOc2cccnc2)CC1 (stereo unspecified)
→ -4 | 2
> O=C(c1ccc(OCC2CCCN2C(=O)C2CCC2)cc1)N1CCOCC1 (stereo unspecified)
→ 4 | -2
> Cc1c(Cl)cccc1NC(=O)c1cnccn1
→ -4 | -5
> CC(=O)N1CCc2cc(S(=O)(=O)N3c4ccccc4CC3C)ccc21 (stereo unspecified)
→ -11 | 10
> N#Cc1cnn2c(C(F)(F)F)cc(-c3ccccc3)nc12
→ 2 | -6

Structural class: the compounds so far with an aryl thioether with sulfur outside any ring
Below each SMILES: Pf apPOL inh | mHTT CaM bind
> O=C(CSc1ccc(Cl)cc1)NC1CC1
→ -6 | -2
> CSc1ccc(CCNC(=O)c2csc3c2CCCCC3)cc1
→ -2 | -10
> O=C(Cc1cc(=O)[nH]c(SCc2ccccc2F)n1)NCc1ccco1
→ -3 | -10
> CCn1c(SC)nnc1-c1nn(C)c2c1CN(C(=O)Cc1ccccc1C)CC2
→ -5 | -14
> CCOC(=O)CC(=O)CSc1nc(-c2ccccc2)ns1
→ 5 | -10
> COc1cc(CSc2nc(CC(=O)Nc3nccs3)cs2)cc(OC)c1
→ 2 | 7
> Cc1cc(C)n2nc(SCC(=O)Nc3ccccc3C(F)(F)F)nc2n1
→ -8 | -2

Remaining list, next part.
Below each SMILES: Pf apPOL inh | mHTT CaM bind
> Cc1c(Cl)cccc1NC(=O)Cn1c(=O)oc2ccccc21
→ -2 | -2
> Cc1ccc(NC(=O)C2(S(=O)(=O)c3ccc(Cl)cc3)CC2)c(Cl)c1
→ -5 | -22
> O=C(NC1CCCCCC1)C1CCCC1
→ -3 | 1
> OC(COc1ccc(Cl)cc1)CN1CCN(c2ccccc2)CC1 (stereo unspecified)
→ 0 | 21
> Cc1cccc(NC(=O)CC(NCc2cccnc2)C(=O)O)c1C (stereo unspecified)
→ -2 | 0
> CCCOc1ccc(CN2CCCC2c2cc(C)no2)cc1 (stereo unspecified)
→ 4 | -12
> COc1ccc(NC(=O)c2ccc(-c3cccc(Cl)c3)o2)cc1OC
→ -5 | 27

The list is partial. The share of hits here may be higher or lower than overall.
